Screening results: PubChem BioAssay, several laboratories
AHR activator – activates the human aryl hydrocarbon receptor; 320,000 tested, 2.5% active; P35869; AHR-responsive luciferase reporter cells, luminescence; activation, % at 5 µM; in the data active = activation above about 47%;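 also: 0% = vehicle wells and 100% = reference agonist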
Target sequence (P35869 whole entry, looked up): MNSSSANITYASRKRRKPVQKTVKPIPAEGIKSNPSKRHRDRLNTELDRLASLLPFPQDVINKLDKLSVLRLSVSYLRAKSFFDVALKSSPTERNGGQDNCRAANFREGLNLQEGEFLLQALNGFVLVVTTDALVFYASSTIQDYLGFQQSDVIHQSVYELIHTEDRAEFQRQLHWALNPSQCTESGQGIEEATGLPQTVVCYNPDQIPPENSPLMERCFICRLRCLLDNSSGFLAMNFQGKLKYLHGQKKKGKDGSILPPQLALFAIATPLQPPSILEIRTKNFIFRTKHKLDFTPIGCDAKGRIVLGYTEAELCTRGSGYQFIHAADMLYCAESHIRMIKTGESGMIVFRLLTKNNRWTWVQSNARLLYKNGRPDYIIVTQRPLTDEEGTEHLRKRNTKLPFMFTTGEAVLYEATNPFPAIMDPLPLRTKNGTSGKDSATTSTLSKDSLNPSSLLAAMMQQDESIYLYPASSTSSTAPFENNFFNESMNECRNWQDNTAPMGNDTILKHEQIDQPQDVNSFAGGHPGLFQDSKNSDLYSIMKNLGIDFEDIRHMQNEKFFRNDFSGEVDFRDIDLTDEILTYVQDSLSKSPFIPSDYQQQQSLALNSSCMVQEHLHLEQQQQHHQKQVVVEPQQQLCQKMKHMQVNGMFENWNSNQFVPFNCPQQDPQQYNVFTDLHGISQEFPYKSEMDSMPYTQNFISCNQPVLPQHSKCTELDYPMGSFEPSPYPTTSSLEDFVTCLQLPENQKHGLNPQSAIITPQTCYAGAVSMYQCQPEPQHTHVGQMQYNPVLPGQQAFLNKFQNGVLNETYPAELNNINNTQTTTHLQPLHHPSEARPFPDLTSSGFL
RPL19A-GFP yeast – alters RPL19A-GFP fluorescence in TOR pathway yeast screen. AID 2025. S. cerevisiae RPL19A-GFP strain, flow cytometry, 3 h; active compounds read low. 330,000 tested, 0.3% active. percent response vs DMSO, % at 10 µM;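 active = percent response vs DMSO below 50%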;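 also: median channel GFP fluorescence of the barcoded RPL19A-GFP strain; ratio of sample median GFP to plate DMSO average so 100% = DMSO; lower means less RPL19A-GFP as with rapamycin TOR inhibition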
LAP4 TOR yeast – alters LAP4-GFP fluorescence in TOR pathway yeast screen | S. cerevisiae LAP4-GFP multiplex, flow cytometry GFP, 3 h; median GFP as percent of DMSO wells | GFP response vs DMSO, % at 10 µM | 320,000 tested, 0.34% active | AID 2023;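 active = GFP response vs DMSO above a set limit, about the screen mean plus 3 SD, cut at about 150% in these data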
MEP2 TOR yeast – modulators of TOR pathway MEP2-GFP in S. cerevisiae; S. cerevisiae MEP2-GFP strain, flow cytometry GFP, 3 h; 100% = DMSO control level; GFP response vs DMSO, % at 10 µM; 330,000 tested, 0.51% active;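 active = GFP response versus DMSO above a set limit, roughly screen mean plus 3 SD, cut at about 180% in these data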;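 also: median GFP fluorescence of the barcode-gated MEP2-GFP cells per well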
CIT2-GFP yeast – modulators of TOR pathway CIT2-GFP in S. cerevisiae. 320,000 tested, 0.065% active. GFP response vs DMSO, % at 10 µM. S. cerevisiae CIT2-GFP strain, flow cytometry, 3 h; 100 means same as DMSO wells;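 active = GFP response relative to DMSO above a set limit, near the screen mean plus 3 SD, cut at about 150% in these data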;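 also: ratio of well median GFP fluorescence to mean of DMSO wells on the plate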
proCasp7 act – counter-screen for procaspase-3 activators: activators of human procaspase-7. P55210. recombinant procaspase-7, Ac-DEVD-pNA absorbance 405 nm; D23A/D198A/D206A triple mutant, cannot self-cleave; scale: DMSO 0, 5 µM enzyme 100. activation, % at 8.5 µM. 330,000 tested, 0.093% active. AID 463210;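 active = percent activation above the screen-wide mean plus 3 SD, cut at about 25% in these data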
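Assay system: Uncleavable procaspase-7 mutant enzyme | Input: 2 µM procaspase-7 mutant as dispensed | Timing: 1 h compound preincubation, 2 h substrate cleavage, 25 °C | Repeats: One well per compound | Control set: DMSO wells as 0%, DMSO with 5 µM added PC-7 as 100% | Technique: Epi-absorbance of released pNA at 405 nm, two timepoints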
proCasp3 act – procaspase-3 (human) activation | P42574 | recombinant procaspase-3 D3A, Ac-DEVD-pNA absorbance 405 nm | activation, % at 8.5 µM | 330,000 tested, 0.11% active | AID 463141;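 active = activation above the mean of all tested compounds plus 3 SD, cut at about 21% in these data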;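 also: 0% = DMSO alone and 100% = DMSO wells spiked with extra 5 µM PC-3 D3A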
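Assay system – Procaspase-3 D3A mutant · Benchmarks – DMSO low control, extra-enzyme high control · Technique – 405 nm absorbance of p-nitroaniline, reads at 0 and 120 min · Doses – 8.5 µM nominal · Measure – % activation between DMSO and enzyme-spiked controls · Also added – Ac-DEVD-pNA chromogenic peptide substrate · Schedule – 1 h compound preincubation, 2 h substrate hydrolysis at 25 °C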
AGP1 TOR yeast – yeast TOR pathway AGP1-GFP modulation. S. cerevisiae AGP1-GFP multiplex flow cytometry, 3 h; GFP as percent of DMSO wells. GFP response vs DMSO, % at 10 µM. 320,000 tested, 0.02% active;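 active = GFP response relative to DMSO above a set limit, near screen average plus 3 SD, cut at about 150% in these data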;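 also: median GFP channel fluorescence of the gated AGP1 strain per well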
* hit, by the source's call.

O=C(O)c1cccc(NC(=O)c2cccc(S(=O)(=O)N3CCc4ccccc4C3)c2)c1 was read as AHR activator 1, RPL19A-GFP yeast 97, LAP4 TOR yeast 115, MEP2 TOR yeast 93, CIT2-GFP yeast 95, proCasp7 act -1, proCasp3 act 5 and AGP1 TOR yeast 100.
CCc1sc(C(=O)Nc2cccc(C(C)=O)c2)cc1C was read as AHR activator 31, RPL19A-GFP yeast 99, LAP4 TOR yeast 107, MEP2 TOR yeast 88, CIT2-GFP yeast 92, proCasp7 act 7, proCasp3 act 10 and AGP1 TOR yeast 96.
For CCCCCCSc1cc(-c2nc3cnccn3c2NCCCC)ccc1OC the results were AHR activator 12, RPL19A-GFP yeast 93, LAP4 TOR yeast 95, MEP2 TOR yeast 103, CIT2-GFP yeast 89, proCasp7 act -1, proCasp3 act -7 and AGP1 TOR yeast 98.
Screening COC(=O)C1=C(C)N=C2SC(C#N)=C(N)N2C1c1ccc(OC)cc1 (configuration not stated) returned AHR activator 2, RPL19A-GFP yeast 105, LAP4 TOR yeast 109, MEP2 TOR yeast 104, CIT2-GFP yeast 98, proCasp7 act -8, proCasp3 act -11 and AGP1 TOR yeast 105.
COc1ccc(CCNC(=O)c2cc(-c3ccncc3)nc3c(Cl)cccc23)cc1OC was read as AHR activator 10, RPL19A-GFP yeast 100, LAP4 TOR yeast 98, MEP2 TOR yeast 101, CIT2-GFP yeast 99, proCasp7 act 3, proCasp3 act -7 and AGP1 TOR yeast 100.
`Cc1cc2c(c(SCC(=O)NCCc3ccccc3)n1)C(=O)OC2` gave AHR activator 4, RPL19A-GFP yeast 101, LAP4 TOR yeast 103, MEP2 TOR yeast 92, CIT2-GFP yeast 100, proCasp7 act 15, proCasp3 act 3 and AGP1 TOR yeast 102.
`COc1ccc(-c2c(C#N)c(C)nc3c2C(=O)c2ccccc2-3)cc1` gave AHR activator 10, RPL19A-GFP yeast 98, LAP4 TOR yeast 102, MEP2 TOR yeast 104, CIT2-GFP yeast 98, proCasp7 act 0, proCasp3 act 0 and AGP1 TOR yeast 98.
For Cc1ccc(C)c(N(CC(=O)Nc2ccccc2C(=O)NCc2ccco2)S(=O)(=O)c2ccccc2)c1 the results were AHR activator -2, RPL19A-GFP yeast 106, LAP4 TOR yeast 90, MEP2 TOR yeast 101, CIT2-GFP yeast 105, proCasp7 act -3, proCasp3 act -8 and AGP1 TOR yeast 98.
For CC(=O)Nc1ccc2nc(NC(=O)c3cccs3)sc2c1 the results were AHR activator 58*, RPL19A-GFP yeast 106, LAP4 TOR yeast 114, MEP2 TOR yeast 112, CIT2-GFP yeast 108, proCasp7 act -3, proCasp3 act -4 and AGP1 TOR yeast 110.
CC(NC(=O)C(Cc1ccccc1)NC(=O)c1ccccc1)C(=O)O (configuration not stated) was read as AHR activator 2, RPL19A-GFP yeast 103, LAP4 TOR yeast 95, MEP2 TOR yeast 112, CIT2-GFP yeast 116, proCasp7 act -9, proCasp3 act -8 and AGP1 TOR yeast 109.
For COc1cc(C(=O)OCCCN2CCOCC2)ccc1O the results were AHR activator 0, RPL19A-GFP yeast 98, LAP4 TOR yeast 108, MEP2 TOR yeast 96, CIT2-GFP yeast 98, proCasp7 act 7, proCasp3 act 7 and AGP1 TOR yeast 101.
For CC1CN(C(=O)CSc2nnc(-c3ccccc3)o2)CC(C)O1 (configuration not stated) the results were AHR activator -5, RPL19A-GFP yeast 80, LAP4 TOR yeast 83, MEP2 TOR yeast 86, CIT2-GFP yeast 91, proCasp7 act 5, proCasp3 act 8 and AGP1 TOR yeast 94.
O=C(c1cccc([N+](=O)[O-])c1)c1ccc2c(c1)OCCOCCOCCO2 was read as AHR activator -8, RPL19A-GFP yeast 100, LAP4 TOR yeast 108, MEP2 TOR yeast 103, CIT2-GFP yeast 97, proCasp7 act 5, proCasp3 act 4 and AGP1 TOR yeast 108.
Cc1cc2ccccc2nc1SCC(=O)N1c2ccccc2CC1C (configuration not stated) was read as AHR activator 1, RPL19A-GFP yeast 95, LAP4 TOR yeast 101, MEP2 TOR yeast 105, CIT2-GFP yeast 100, proCasp7 act -1, proCasp3 act 2 and AGP1 TOR yeast 99.
For COc1ccc(-c2oc3cccnc3c2C#CCO)cc1 the results were AHR activator 2, RPL19A-GFP yeast 92, LAP4 TOR yeast 106, MEP2 TOR yeast 89, CIT2-GFP yeast 72, proCasp7 act 5, proCasp3 act -2 and AGP1 TOR yeast 74.
For Cc1c(-c2ccc(F)cc2)nc(N)c(C#N)c1-c1cccnc1 the results were AHR activator 2, RPL19A-GFP yeast 99, LAP4 TOR yeast 104, MEP2 TOR yeast 96, CIT2-GFP yeast 93, proCasp7 act 8, proCasp3 act 2 and AGP1 TOR yeast 103.
O=C(C/C=N\OCc1ccc(Cl)cc1Cl)Nc1ccccc1 was read as AHR activator 0, RPL19A-GFP yeast 98, LAP4 TOR yeast 117, MEP2 TOR yeast 95, CIT2-GFP yeast 84, proCasp7 act 9, proCasp3 act 1 and AGP1 TOR yeast 102.
`O=C(OCC#CCSc1nc2ccccc2s1)c1ccco1` gave AHR activator 3, RPL19A-GFP yeast 100, LAP4 TOR yeast 129, MEP2 TOR yeast 105, CIT2-GFP yeast 81, proCasp7 act 11, proCasp3 act 3 and AGP1 TOR yeast 93.
Screening Cc1[nH]c2ccc(C(=O)OC(C)C(=O)N(C)c3ccccc3)cc2c1C (configuration not stated) returned AHR activator 9, RPL19A-GFP yeast 99, LAP4 TOR yeast 114, MEP2 TOR yeast 103, CIT2-GFP yeast 94, proCasp7 act 2, proCasp3 act 2 and AGP1 TOR yeast 112.
Screening CC(C)CSc1nc2ccccc2n1CC(=O)O returned AHR activator -2, RPL19A-GFP yeast 101, LAP4 TOR yeast 109, MEP2 TOR yeast 102, CIT2-GFP yeast 103, proCasp7 act 4, proCasp3 act 7 and AGP1 TOR yeast 102.
Screening Cc1cc(=O)oc2c1c(C)nn2-c1nn[nH]n1 returned AHR activator 0, RPL19A-GFP yeast 96, LAP4 TOR yeast 94, MEP2 TOR yeast 102, CIT2-GFP yeast 91, proCasp7 act 0, proCasp3 act -7 and AGP1 TOR yeast 97.
For Cc1c(N)cc(C(=O)N2CCOCC2)cc1[N+](=O)[O-] the results were AHR activator -1, RPL19A-GFP yeast 100, LAP4 TOR yeast 101, MEP2 TOR yeast 104, CIT2-GFP yeast 105, proCasp7 act 0, proCasp3 act 4 and AGP1 TOR yeast 102.
`COc1cccc(NC(=S)N2c3ccccc3CC2C)c1` (configuration not stated) gave AHR activator 4, RPL19A-GFP yeast 124, LAP4 TOR yeast 95, MEP2 TOR yeast 110, CIT2-GFP yeast 106, proCasp7 act -18, proCasp3 act -5 and AGP1 TOR yeast 103.
For O=c1n(Cc2ccccc2Cl)nc2n1-c1ccccc1SC2 the results were AHR activator 2, RPL19A-GFP yeast 102, LAP4 TOR yeast 112, MEP2 TOR yeast 93, CIT2-GFP yeast 93, proCasp7 act -1, proCasp3 act 0 and AGP1 TOR yeast 106.
Screening O=c1[nH]c(=O)n(Cc2ccco2)c2c1C(C(F)(F)F)(C(F)(F)F)N=C(c1ccc(F)cc1)N2 returned AHR activator 2, RPL19A-GFP yeast 99, LAP4 TOR yeast 113, MEP2 TOR yeast 103, CIT2-GFP yeast 97, proCasp7 act 1, proCasp3 act -7 and AGP1 TOR yeast 103.
Screening COc1ccc(Sc2cc(C(F)(F)F)nc(-c3ccccn3)n2)cc1 returned AHR activator 1, RPL19A-GFP yeast 93, LAP4 TOR yeast 104, MEP2 TOR yeast 91, CIT2-GFP yeast 86, proCasp7 act -5, proCasp3 act 1 and AGP1 TOR yeast 91.
Screening CSC(=NC1CCCCC1)NS(=O)(=O)c1ccccc1 returned AHR activator 2, RPL19A-GFP yeast 92, LAP4 TOR yeast 90, MEP2 TOR yeast 95, CIT2-GFP yeast 85, proCasp7 act -1, proCasp3 act 0 and AGP1 TOR yeast 91.
Screening Cc1cc(NC(=O)COC(=O)c2cnccn2)ccc1Br returned AHR activator 7, RPL19A-GFP yeast 101, LAP4 TOR yeast 98, MEP2 TOR yeast 113, CIT2-GFP yeast 104, proCasp7 act 1, proCasp3 act 11 and AGP1 TOR yeast 102.
Screening O=C(CSc1nnc(CNC(=O)c2ccccc2)o1)NCc1ccccc1Cl returned AHR activator 15, RPL19A-GFP yeast 99, LAP4 TOR yeast 94, MEP2 TOR yeast 99, CIT2-GFP yeast 91, proCasp7 act -2, proCasp3 act 7 and AGP1 TOR yeast 95.
For Cc1noc(C)c1NC(=O)NCCN1CCN(Cc2ccccc2)CC1 the results were AHR activator -2, RPL19A-GFP yeast 96, LAP4 TOR yeast 100, MEP2 TOR yeast 98, CIT2-GFP yeast 85, proCasp7 act -3, proCasp3 act 4 and AGP1 TOR yeast 98.
`COc1ccc2c(C)cc(SCC(=O)Nc3c(C)n(C)n(-c4ccccc4)c3=O)nc2c1` gave AHR activator 9, RPL19A-GFP yeast 101, LAP4 TOR yeast 99, MEP2 TOR yeast 106, CIT2-GFP yeast 106, proCasp7 act 0, proCasp3 act 0 and AGP1 TOR yeast 104.
Screening COc1ccc(-c2csc(-c3cc4ccccc4oc3=N)n2)cc1 returned AHR activator 50*, RPL19A-GFP yeast 98, LAP4 TOR yeast 97, MEP2 TOR yeast 93, CIT2-GFP yeast 89, proCasp7 act -27, proCasp3 act -13 and AGP1 TOR yeast 91.

Ordered by formula weight (ascending): some entries from above.
Screening CSC(=NC1CCCCC1)NS(=O)(=O)c1ccccc1 returned AHR activator 2, RPL19A-GFP yeast 92, LAP4 TOR yeast 90, MEP2 TOR yeast 95, CIT2-GFP yeast 85, proCasp7 act -1, proCasp3 act 0 and AGP1 TOR yeast 91.
Screening COc1ccc(-c2csc(-c3cc4ccccc4oc3=N)n2)cc1 returned AHR activator 50*, RPL19A-GFP yeast 98, LAP4 TOR yeast 97, MEP2 TOR yeast 93, CIT2-GFP yeast 89, proCasp7 act -27, proCasp3 act -13 and AGP1 TOR yeast 91.
Screening Cc1cc(NC(=O)COC(=O)c2cnccn2)ccc1Br returned AHR activator 7, RPL19A-GFP yeast 101, LAP4 TOR yeast 98, MEP2 TOR yeast 113, CIT2-GFP yeast 104, proCasp7 act 1, proCasp3 act 11 and AGP1 TOR yeast 102.
Screening O=C(CSc1nnc(CNC(=O)c2ccccc2)o1)NCc1ccccc1Cl returned AHR activator 15, RPL19A-GFP yeast 99, LAP4 TOR yeast 94, MEP2 TOR yeast 99, CIT2-GFP yeast 91, proCasp7 act -2, proCasp3 act 7 and AGP1 TOR yeast 95.
Screening O=c1[nH]c(=O)n(Cc2ccco2)c2c1C(C(F)(F)F)(C(F)(F)F)N=C(c1ccc(F)cc1)N2 returned AHR activator 2, RPL19A-GFP yeast 99, LAP4 TOR yeast 113, MEP2 TOR yeast 103, CIT2-GFP yeast 97, proCasp7 act 1, proCasp3 act -7 and AGP1 TOR yeast 103.
